TLR4 MyD88 comp: blocks binding of human TLR4 to MyD88; O00206+Q99836; 200,000 tested, 0.18% active; inhibition, % at 8.4 µM; HeLa CL3-4 TLR4/MyD88 BLA complementation, FRET ratio; AID 861; in the data active = inhibition above about 25%;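 also: 0% = vehicle and 100% = reference inhibitor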
Lmaj promast: Leishmania major promastigote growth inhibition; Leishmania major promastigotes, resazurin fluorescence viability; inhibition, % at 10 µM; 200,000 tested, 9% active;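 also: promastigotes grown with compound for 44 hours at 28 °C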
Diaphorase inh: counter-screen for diaphorase-based assays: diaphorase inhibitors and chemical oxidizers | inhibition, % at 20 µM | 190,000 tested, 0.69% active | diaphorase resazurin-to-resorufin fluorescence, NADH, 16 min; bacterial (C. kluyveri) enzyme, not human;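 active = primary screen inhibition at 20 µM above a set limit, cut at about 50% in these data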;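 also: plate controls were DMSO with full reaction for no effect and wells lacking NADH for full effect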
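System: Diaphorase enzyme from Clostridium kluyveri | Amount: Enzyme working solution with 0.14 U/mL diaphorase | Benchmarks: No-NADH positive control and DMSO neutral control | Signal: Fluorescence of resorufin formed from resazurin, Ex 544/Em 590 nm | Schedule: 16-min room-temperature incubation before reading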
PMI act satM6P: activators of human phosphomannose isomerase at near-saturating mannose 6-phosphate. activation factor at 20 µM. 190,000 tested, 0.34% active. AID 1216. coupled PMI enzyme assay, resazurin fluorescence, 20 min; stronger effect = higher value; 1 = untreated enzyme, 0 = substrate-free blank. P34949;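 active = activation factor of 2 or more at 20 µM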
Target sequence (P34949 whole entry, looked up): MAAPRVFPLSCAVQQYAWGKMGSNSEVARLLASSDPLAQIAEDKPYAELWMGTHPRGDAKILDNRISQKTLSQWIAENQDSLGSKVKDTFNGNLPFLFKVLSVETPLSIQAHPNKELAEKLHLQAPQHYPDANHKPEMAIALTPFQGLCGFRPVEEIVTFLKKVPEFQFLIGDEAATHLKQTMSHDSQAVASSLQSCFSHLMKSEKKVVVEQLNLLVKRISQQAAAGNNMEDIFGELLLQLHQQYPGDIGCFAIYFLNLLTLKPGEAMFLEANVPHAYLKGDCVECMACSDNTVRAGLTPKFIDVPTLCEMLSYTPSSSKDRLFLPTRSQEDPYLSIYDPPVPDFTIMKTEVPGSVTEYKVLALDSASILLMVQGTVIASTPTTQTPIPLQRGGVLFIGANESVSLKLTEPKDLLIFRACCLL
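test system = human PMI in coupled enzyme assay | medium = HEPES-buffered pH 7.4 with magnesium and detergent | also added = 1.0 mM mannose-6-phosphate substrate with 0.22 mM NADP+ | compound = 20 µM single dose | times = 20 min incubation at room temperature | measured by = resorufin fluorescence (Ex 544/Em 590 nm) from resazurin via diaphorase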
RAM inhibit: blocks the yeast RAM network; 190,000 tested, 1.8% active; inhibition, % at 50 µM; S. cerevisiae dse1pr::URA3 reporter, 5-FOA growth OD615, 2 d; analog-sensitive cbk1-as2 kinase mutant strain;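 active = inhibition above a set limit, 3 SD over mean compound inhibition, cut at about 8.4% in these data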;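 also: 0% = DMSO-only wells with no growth and 100% = 10 µM 1-NA-PP1 full growth; inhibition rescues growth on 5-FOA so higher OD means more RAM inhibition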
Redox H2O2 prof: compounds producing H2O2 with reducing agent – biochemical, NIH compound library profiling, artefact control for MLSCN library redox annotation, primary screen; DTT-dependent redox cycling H2O2, phenol red/HRP absorbance; 100% = 100 µM peroxide control, 0% = buffer; activation, % at 10 µM; 200,000 tested, 0.03% active; AID 878;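 active = activation of at least 50% relative to the plate's high and low controls in the primary single-dose screen; inactive = activation below 50%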;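 also: compound incubated with DTT at 0.8 mM final as the reducing agent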
Hsp70 act: transcriptional activators of Hsp70 | HeLa Hsp70 promoter luciferase reporter, luminescence; scaled: vehicle 0, proteasome-inhibitor control 100% | AID 1203 | activation, % at 10 µM | 200,000 tested, 0.04% active;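 active = activation above the mean across all tested compounds plus 3 SD, cutoff set per campaign, cut at about 5.5% in these data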;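 also: 100% = MG132 at 30 µM as the positive control and 0% = DMSO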
PMI activator: increases human mannose-6-phosphate isomerase activity; P34949; purified human PMI, coupled resazurin fluorescence, 20 min; stronger effect = higher value; 1 = vehicle control, 0 substrate-free wells; activation factor at 20 µM; 190,000 tested, 0.005% active;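 active = activation factor of 2 or more at 20 µM, relative to plate controls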
S1P3 antag: blocks the human S1P3 receptor; Q99500; CHO S1P3 NFAT-BLA reporter, FRET fluorescence, antagonist mode; inhibition, % at 4.98 µM; 170,000 tested, 0.27% active; AID 485;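 active = inhibition above the plate cutoff, the mean inhibition of test wells on that plate plus 3 SD, cut at about 28% in these data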;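 also: cells challenged with S1P at its EC80 of 0.8 µM; blue over green emission ratio from cleaved BLA substrate after 4 h stimulation; 0% = S1P-stimulated wells and 100% = unstimulated DMSO-only wells; some compounds past the cut are filed as inactive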
Target sequence (Q99500 whole entry, looked up): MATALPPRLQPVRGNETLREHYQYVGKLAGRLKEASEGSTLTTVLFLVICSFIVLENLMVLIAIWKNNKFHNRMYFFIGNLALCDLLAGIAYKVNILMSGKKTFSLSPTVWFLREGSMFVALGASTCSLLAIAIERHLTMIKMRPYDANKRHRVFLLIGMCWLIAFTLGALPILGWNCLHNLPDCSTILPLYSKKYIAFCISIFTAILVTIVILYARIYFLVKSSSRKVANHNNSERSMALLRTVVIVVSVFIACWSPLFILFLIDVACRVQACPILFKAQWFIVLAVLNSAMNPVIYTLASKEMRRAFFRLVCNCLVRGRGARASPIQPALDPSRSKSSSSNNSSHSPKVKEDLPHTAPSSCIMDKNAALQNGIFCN
G6PDH counter: counter-screen for G6PDH assay hits: L. mesenteroides G6PDH inhibition; Purified L. mesenteroides G6PDH, diaphorase/resazurin coupled fluorescence, 45 min; inhibition, % at 5 µM; 200,000 tested, 0.12% active; AID 1020
Diaphorase act: counter-screen for diaphorase-based assays: diaphorase activators and chemical reducers | 190,000 tested, 0.005% active | activation factor at 20 µM | Diaphorase/resazurin coupled assay, resorufin fluorescence, 16 min; stronger effect = higher value; 1 = vehicle wells, 0 = NADH-free wells;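 active = diaphorase activity raised at least twofold by the compound at 20 µM; inactive = activation factor below 2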
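Material: Clostridium kluyveri diaphorase, purified enzyme; Quantity: enzyme 0.07 U/mL final; Medium: HEPES pH 7.4 buffer with MgCl2 and Tween 20; Dosing: single compound dose of 20 µM, 1% DMSO final; Schedule: 16 min reaction at room temperature; Measured by: red resorufin fluorescence at 544/590 nm excitation/emission.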
Numbers without * were called inactive; nt = not tested or not shown. Rule as the data show it, unless noted: active = inhibition above about 50%; inactive = the rest.

SMILES,TLR4 MyD88 comp,Lmaj promast,Diaphorase inh,PMI act satM6P,RAM inhibit,Redox H2O2 prof,Hsp70 act,PMI activator,S1P3 antag,G6PDH counter,Diaphorase act
CC(C1CC1)N(C(=O)c1ccccc1[N+](=O)[O-])c1ccccc1 (stereo unspecified),-1,4,3,1,1.2,-1.8,-0.3,1.1,2,0,1
O=S(=O)(Nc1ccc(-c2nc3cccnc3s2)cc1)c1ccc(Cl)s1,-14,-8,17,0.9,4.7,-0.7,0.1,0.8,nt,-20,0.8
NC(=O)C1(N2CCCCC2)CCN(C(=O)CCCn2c(=O)[nH]c3ccsc3c2=O)CC1,nt,-7,4,1,-0.5,-1.3,nt,1.1,-8,9,1
CC(=O)c1cccc(NC(=S)NC(=O)c2ccccc2C)c1,-21,3,nt,nt,3.3,-0.1,-0.2,nt,-5,1,nt
Cc1ccccc1CN1CCc2c(OCC(=O)N3CCCCC3)cccc2C1=O,-12,-5,17,1,1.0,0.9,1.1,0.9,0,1,0.8
COc1ccc2c(C(=O)CN(C)C3CCCCC3)c[nH]c2c1,4,4,8,1.2,0.2,3.0,-0.2,1.2,9,2,0.9
Cc1nc(CC(=O)c2ccc(O)cc2O)cs1,8,-3,3,1,0.4,0.3,-0.5,1,nt,5,1
COc1cc(/C=C(\C#N)c2nc3ccccc3[nH]2)cc(Br)c1OCc1ccc(F)cc1,17,18,16,0.8,5.9,0.7,-0.4,0.9,nt,13,0.8
COCCn1nnnc1C(C(C)C)N1CCN(C(=O)c2ccco2)CC1 (stereo unspecified),1,-4,8,1,0.8,0.1,0.3,0.9,-4,-2,0.9
COc1ccc(CC(=O)Nc2ccc(-c3noc(-c4cc(OC)c(OC)c(OC)c4)n3)cc2)cc1,-11,-5,10,1,0.9,-0.8,0.0,0.9,nt,10,0.9
COc1ccc2cnn(CCOc3ccccc3)c(=O)c2c1OC,-19,87*,11,1,-0.2,-0.5,0.1,1,-10,0,0.9
O=Cc1ccc(-n2nncc2-c2ccc([N+](=O)[O-])cc2)cc1,-4,7,nt,nt,1.9,-0.9,0.6,nt,-15,12,nt
Cn1c(=O)n(CCC(=O)O)c2ccccc21,6,0,11,1,-0.8,0.0,0.0,0.9,nt,2,0.9
Cc1ccc(NC(=O)/C=C/c2ccc(Cl)cc2)nc1,1,45,5,1,0.4,-0.9,-0.1,1,-12,6,1
O=C(NNC(=O)C1CC1)c1ccc(-c2ccccc2)cc1,-3,0,14,1,1.4,-2.3,0.2,1,nt,10,0.9
O=C(COC(=O)/C=C/c1cccc(Cl)c1)NCCC1=CCCCC1,-1,-5,17,0.9,1.7,0.5,-0.2,1,-15,-26,0.8
Cc1ccnc2nc(C(=O)OCCOc3ccccc3)nn12,-7,-7,26,0.9,0.9,1.6,0.1,0.9,-24,3,0.7
CCc1ccc(C2=NN(CCC(=O)NC(C)c3ccc4c(c3)OCCO4)C(=O)CC2)cc1 (stereo unspecified),3,8,8,1.1,0.1,-1.4,0.3,1,-16,4,0.9
Cc1cc(=O)oc2cc(OCC(=O)OCc3nnc(-c4ccccc4)o3)ccc12,9,-3,7,1.1,2.4,-1.0,-0.2,1,-14,8,0.9
Cn1c(=O)c2ncn(CC(=O)Nc3nc(-c4ccc(Cl)cc4)cs3)c2n(C)c1=O,-6,1,-9,1.1,6.1,-0.6,-0.2,1.1,-19,0,1.1
CCOC(=O)c1nn(-c2ccc(OCC)cc2)c(C)c1C(C)=O,9,9,8,0.9,-0.5,-0.1,-0.2,1,4,5,0.9
O=C1C2CC=CCC2C(=O)N1c1nc2n(n1)C(c1ccccc1)CC(c1ccccc1)N2 (stereo unspecified),2,-8,14,1,-0.2,-4.3,1.9,1,28,5,0.9
COc1ccccc1N1CCN(C(=O)C2CCN(S(=O)(=O)c3ccc(Cl)cc3)CC2)CC1,-9,14,22,0.9,1.7,0.2,-0.2,0.9,-29,-5,0.8
Cn1nnc(NC(=O)c2cccc(OCc3ccccc3)c2)n1,-3,1,11,1,3.2,1.5,0.1,0.9,5,-17,0.9
Cn1nc(C(=O)Nc2c(-c3ccccc3)nc3sccn23)c2ccccc2c1=O,-5,0,5,1,9.2*,0.6,-0.4,0.8,-7,-2,1
O=C(CSc1ncn[nH]1)c1ccccc1,6,-6,22,0.6,-0.2,1.0,-0.2,1,17,8,0.8
Cc1cc(N2C(=O)C3C4CC(c5ccccc5)C(C4)C3C2=O)no1 (stereo unspecified),10,-7,11,1,0.6,0.2,0.1,1,-17,10,0.9
Cc1c(Cl)cccc1-n1c(-c2cccnc2)n[nH]c1=S,12,-5,2,1,0.6,-0.5,-0.1,1,-6,15,1
COc1cccc(Nc2nc3ccccc3nc2-n2nc(C)cc2C)c1,6,-3,12,0.9,8.4,-0.6,0.0,1,nt,16,0.9
CCC(C)NC(=O)C(=O)NC1CCCC1 (stereo unspecified),-10,-4,11,1.1,1.3,0.0,-0.8,1,-2,4,0.9
O=C1/C(=C/c2cccnc2)N=C2CCCCCN12,-18,-6,-2,1.1,3.5,-2.4,0.0,1.1,-16,2,1
O=C(O)COc1c(Cl)cc(/C=C2/NC(=O)NC2=O)cc1Br,2,6,9,1,1.1,0.7,-0.2,1.1,-13,15,0.9
CCOC(=O)C1CCN(C(=S)Nc2cccc(C)c2C)CC1,-13,-5,45,0.5,0.1,-0.4,-0.2,0.9,6,6,0.5
Cc1cc(Cl)ccc1OCCCC(=O)NCc1ccncc1,14,-1,4,1,2.0,2.1,0.3,1,7,9,1
CC(C)NS(=O)(=O)c1ccc(OCC(=O)NC(C)c2ccccc2)cc1 (stereo unspecified),0,-5,14,1.1,1.1,-0.5,0.3,1,-12,7,0.9
CCCSc1nc2c(=O)[nH][nH]c(=O)c2n1Cc1ccccc1,7,-7,-10,1.1,0.5,0.8,-0.1,1.1,nt,5,1.1
C=CCn1c(SCC(=O)Nc2cccc(OC)c2)nnc1-c1cccnc1,-3,-3,8,0.9,-0.3,-0.6,-0.1,0.9,-22,12,0.9
Cc1cc2ncn(-c3nnnn3-c3ccccc3)c2cc1C,-11,6,3,1,0.4,2.2,-0.1,1,-25,8,1
Cc1sc2nc(SCC(=O)N3CCOCC3)[nH]c(=O)c2c1C,7,-7,4,0.9,-1.0,-2.5,-0.1,0.9,-4,26,1
CCOC(=O)C1=C(CSc2nc3c(cc2C#N)CN(C)CC3)OC(N)=C(C#N)C1c1ccccc1 (stereo unspecified),1,3,42,1.1,2.3,0.0,-0.2,1,nt,5,0.6
Cc1cc(C)nc(N2CCC(C(=O)NC3CCCCCC3)CC2)n1,-9,-7,nt,nt,nt,2.0,-0.2,nt,-10,nt,nt
CCOC(=O)C(C)Sc1nc2c(c(-c3cccs3)c1C#N)CCC2 (stereo unspecified),-10,54*,12,0.9,12*,0.3,-0.1,1,-7,-5,0.9
CSc1ccc(S(=O)(=O)N2CCCC2)cc1,1,-5,5,1,0.1,0.6,0.3,1,-12,-2,1
C=CCN(CC=C)C(=S)NC(=O)/C=C/c1ccccc1,2,-4,11,0.9,0.7,-0.2,-0.2,0.9,-14,2,0.9
O=[N+]([O-])c1ccc2[nH]c3c(c2c1)CCCC3O (stereo unspecified),9,-2,15,0.9,1.4,-0.4,-0.1,0.9,13,11,0.9
Cc1cccc(NC(=O)NC(=O)c2ccccc2)n1,-7,-9,-10,1,3.0,0.3,-0.1,1,-23,3,1.1
Cc1nn(-c2ccccc2)cc1C(=S)Nc1ccccc1,10,-5,18,1,0.9,0.7,-0.1,1,0,0,0.8
COc1ccc(OC)c(N/C(C)=C/C(=O)c2ccccc2)c1,-7,39,18,0.8,0.0,-0.1,-0.2,0.9,-2,8,0.8
CNc1ccccc1C(C)(C)c1cc(-c2cccc(OC)c2)no1,9,12,15,0.8,4.1,-0.2,-0.5,1,1,8,0.9
CCCCCC(O)(CCCCC)C(=O)NNc1ccccc1,-20,40,15,1,1.3,3.8,-0.2,1,nt,4,0.9
COc1cccc(C(C(=O)NC(C)(C)C)N(C(=O)CCC(=O)Nc2cc(C)on2)C(C)(C)C)c1OC (stereo unspecified),6,0,20,0.9,-1.5,0.0,-0.1,0.9,nt,10,0.8
CN(/N=C/c1ccc2c(c1)OCO2)c1nc(N2CCOCC2)nc(N2CCOCC2)n1,-12,-2,3,1,1.0,-0.4,-0.3,1,-15,6,1
O=C(NC1CCCCC1)C(c1ccccc1F)N(Cc1ccco1)C(=O)Cn1nnc2ccccc21 (stereo unspecified),-5,7,7,0.9,4.1,1.6,-0.5,0.9,-27,7,0.9
Nc1nc2ccc(C(=O)NCCOC(=O)C3CCCCC3)cc2s1,12,33,8,1,1.5,-0.1,0.1,1,-1,7,0.9
O=C(O)CCn1cc(C2CC(c3ccccc3)=NN2c2ccccc2)c(-c2ccccc2)n1 (stereo unspecified),-3,-3,19,0.8,2.4,-1.2,-0.2,1.1,-15,3,0.8
COc1ccc(Cl)cc1NC(=O)C1COc2ccccc2O1 (stereo unspecified),-13,22,15,1,6.0,-0.3,-0.4,0.9,-5,-2,0.9
COC(=O)c1cccc(NS(=O)(=O)c2ccc(OC)cc2)c1C,1,1,11,1,1.5,0.9,-0.2,1,nt,-2,0.9

Just Diaphorase act and S1P3 antag, for some of the entries so far:
structure	Diaphorase act	S1P3 antag
CN(/N=C/c1ccc2c(c1)OCO2)c1nc(N2CCOCC2)nc(N2CCOCC2)n1	1	-15
O=C(NC1CCCCC1)C(c1ccccc1F)N(Cc1ccco1)C(=O)Cn1nnc2ccccc21 (stereo unspecified)	0.9	-27

Compound activity deposited in PubChem by several laboratories.
